GPR35 arrestin U2OS – inhibition of zaprinast-stimulated GPR35 beta-arrestin translocation – imaging, U2OS, beta-arrestin-GFP, zaprinast agonist, primary screen (AID 2058) | U2OS GPR35 beta-arrestin-GFP translocation imaging, zaprinast antagonism; higher % means a stronger effect | one-dose inhibition, % at 10 µM; IC50 in µM for titrated hits | 290,000 tested, 0.052% active;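 active = inhibition of at least 50% with at least 30 cells and total cytoplasm GFP at most 10,000,000; inconclusive = under 30 cells or total GFP of 10,000,000 plus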
GPR55 antagonists – inhibition of LPI-stimulated GPR55 beta-arrestin translocation – imaging, U2OS, beta-arrestin-GFP, LPI agonist, primary screen (AID 2013); U2OS GPR55 beta-arrestin-GFP translocation imaging, LPI antagonism; higher % means a stronger effect; inhibition, % at 10 µM; hits with a dose series show IC50 in µM; 290,000 tested, 0.13% active;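 active = spots per cell inhibited over 60%, with over 100 cells counted and total cytoplasm intensity under 500,000; inconclusive = wells with under 100 cells, flagged as likely toxic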;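 also: U2OS cells stably carrying GPR55 and arrestin-GFP stimulated by 5 µM LPI near EC80; imaged beta-arrestin-GFP aggregate spots per cell after agonist stimulation; plate controls were LPI-stimulated DMSO wells for no effect and DMSO wells without LPI for full effect; some results filed as inactive read as strong as hits; confirmed hits need IC50 under 10 µM and bright autofluorescent wells are also inconclusive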
RSV antiviral HEp-2 – inhibition of RSV-induced cytopathic effect – HEp-2 cells, primary 10 µM value included (AID 2391). CPE inhibition, % at 10 µM, or IC50 in µM where a hit was titrated. 310,000 tested, 0.13% active. HEp-2 cells, RSV-induced CPE inhibition; higher % means a stronger effect; in the data active = a potency from the dose series; inconclusive = CPE inhibition mostly from about 23% at the one dose, without a potency; inactive = the rest, 99 in 100 with CPE inhibition below about 21%; also: strong numbers were not always called active
UTI89 phage lysis – protection from phage-mediated lysis, alamar blue read-out – E. coli UTI89, K1F phage, bacterial capsule biogenesis inhibitors (AID 488966) | one-dose inhibition, % at 100 µM; IC50 in µM for titrated hits | E. coli UTI89 K1F phage lysis, alamar blue, 2 h; higher % means a stronger effect | 340,000 tested, 0.02% active;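 active = phage lysis inhibition, versus mean bacterial control, above a set limit; inconclusive = no clear call, values can overlap the other calls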;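 also: capsule biogenesis inhibitors block K1F phage lysis so surviving cells raise fluorescence; higher fluorescence means more inhibition of phage lysis; actives were called in the ten point dose series up to 300 µM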
MgcRacGAP inhibition – MgcRacGAP GTPase-activating activity inhibitors, confirmation, biochemical, ADP Hunter fluorescence. AID 624330. inhibition, % at 30 µM, or IC50 in µM where a hit was titrated. MgcRacGAP-stimulated Rac1 GTP hydrolysis, ADP Hunter fluorescence; higher % means a stronger effect; GST-tagged Rac1 F28L mutant substrate. 340,000 tested, 0.6% active;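 active = first-screen hits whose inhibition reached a set limit at any dose in the follow-up dose series; inconclusive = inhibition above the set first-screen limit but never retested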;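 also: fluorescence reports GDP produced by GAP-driven GTP hydrolysis; strong numbers were not always called active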
SV40 large T antigen – TAg ATPase/helicase activity blockers – biochemical (AID 1903); SV40 large T antigen ATPase/helicase inhibition assay; higher % means a stronger effect; inhibition, % at 20 µM; hits with a dose series show IC50 in µM; 310,000 tested, 0.39% active; in the data active = a potency from the dose series; inconclusive = inhibition mostly from about 32% at the one dose, without a potency; inactive = the rest, 99 in 100 with inhibition below about 32%; also: strong numbers were not always called active
NS5 inhibitors – Dengue-2 NS5 methyltransferase inhibitors, primary screen, biochemical, confirmation dose response (AID 588689). 340,000 tested, 0.3% active. Dengue-2 NS5 methyltransferase capping enzyme assay, biochemical; higher % means a stronger effect. inhibition, % at 25 µM; hits with a dose series show IC50 in µM; in the data active = a potency from the dose series; inconclusive = inhibition above about 29% without an active follow-up result
HIV peptide binding – inhibitors of HIV fusion peptide binding, primary screen, biochemical, uHTS, fluorescence dequenching (AID 1986). cell-free peptide binding, fluorescence dequenching, 30 min; higher % means a stronger effect. one-dose inhibition, % at 20 µM; IC50 in µM for titrated hits. 290,000 tested, 0.3% active; in the data active = inhibition mostly above about 52%, no sharp cut-off; inactive = mostly below about 76%; also: some results filed as inactive read as strong as hits
PhoP inhibition – inhibitors of PhoP regulon expression, primary screen, Salmonella Typhimurium, GFP reporter (AID 1863); 300,000 tested, 0.16% active; S. Typhimurium PhoP-regulated promoter GFP reporter, 4 h; higher % means a stronger effect; one-dose inhibition, % at 50 µM; IC50 in µM for titrated hits;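 active = inhibition over 29.93%, a cutoff 3 SD above the screen mean, later confirmed by dose response; inconclusive = inhibition over 29.93% but no dose response follow-up; inactive = inhibition at most 29.93% or unconfirmed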;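 also: 0% = low Mg2+ inducing control and 100% = high Mg2+ repressing control; strong numbers were not always called active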
Active calls of the source: *; ? = inconclusive; . = no result given; [ ] = dose if it differs, or a comment.

Value order – SV40 large T antigen, MgcRacGAP inhibition, PhoP inhibition, HIV peptide binding, UTI89 phage lysis, NS5 inhibitors, GPR35 arrestin U2OS, RSV antiviral HEp-2, GPR55 antagonists
- Cc1ccc(OCC(=O)N(C)CCc2ccccn2)cc1
    5%, 16%, -8%, -3.9%, 7.1%, -4%, -1%, 0.6%, 16%
- COc1cc(/C=C/c2ccc3c(Br)cc(Br)c(O)c3n2)ccc1O
    6%, 7%, -4%, 14%, 0.0%, 4%, -6%, 2.7%, 10%
- COc1ccc(CNC(=S)Nc2ccccc2Cl)cc1
    3%, 10%, -2%, -2.2%, 0.1%, -15%, 9%, 0.4%, 1%
- CC(=O)NS(=O)(=O)c1ccc(NC(=O)c2cccc3ccccc23)cc1
    14%, 6%, ., ., 0.4%, 3%, ., ., .
- CCC(=O)N1c2ccc(S(=O)(=O)CCC(=O)N3CCN(c4ccccc4)CC3)cc2CC1C (configuration not stated)
    -2%, 8%, -9%, -3.2%, 0.3%, 1%, -22%, 1.6%, 12%
- N#Cc1c(/N=C/c2ccco2)oc(-c2ccccc2)c1-c1ccccc1
    6%, 15%, 1%, 3.2%, 1.4%[50 µM], -3%, -3%, 3.7%, 21%
- Cc1ccc(C(=O)C2CCN(S(=O)(=O)c3ccc(C(=O)O)cc3)CC2)cc1
    3%, 10%, 7%, -0.3%, 0.0%, -4%, -7%, 2.0%, -6%
- CCOc1ccc(/C=C/C(=O)Nc2ccc(N3CCOCC3)cc2)cc1
    4%, -1%, -8%, -1.1%, -0.2%, ., -1%, 0.9%, -2%
- C=CCN=C1SC(C)(C)C(=O)N1S(=O)(=O)c1ccc(C)cc1
    -4%, 6%, -7%, 0.6%, 4.8%, -8%, -1%, 0.7%, 2%
- CCCCN1CC(COc2ccccc2)OC1=O (configuration not stated)
    16%, 3%, 12%, -1.4%, 3.0%, -2%, -13%, 0.2%, -10%
- NC(N)=Nc1nc(C2COc3ccccc3O2)cs1 (configuration not stated)
    15%, 8%, 32%, 2.0%, 0.1%, -2%, 5%, 19%, 6%
- O=C(COC(=O)CCNS(=O)(=O)c1ccc2c(c1)OCCO2)NC1CCCc2ccccc21 (configuration not stated)
    18%, 4%, -1%, -1.8%, 0.9%, -4%, 9%, 1.2%, .
- O=C(N/N=C/C=C/c1ccccc1)C1CC1(c1ccccc1)c1ccccc1 (configuration not stated)
    -2%, 3%, 0%, 0.1%, 3.5%, 1%, 2%, 1.2%, 4%
- COc1ccccc1N1CCN(C(=O)C2c3ccccc3Oc3ccccc32)CC1
    11%, -6%, -13%, -0.9%, 0.0%, 3%, 0%, 3.9%, -30%
- CCCc1cc(=O)[nH]c(SCC(=O)Nc2ccccc2C#N)n1
    9%, 3%, 1%, 1.0%, -0.7%, -8%, -1%, 0.8%, -10%
- CS(=O)(=O)c1ccc(Cl)c(NC(=O)COC(=O)CCc2c[nH]c3ccccc23)c1
    5%, -6%, 2%, ., -0.1%[50 µM], -12%, ., 0.0%, .
- Cc1ccc(CSC(Nc2ccc(F)cc2)=C(C#N)C#N)cc1
    13%, 1%, 5%, 12%, 4.2%, -3%, -11%, 12%, 10%
- COc1ccc(-c2csc(Nc3ccc(S(=O)(=O)Nc4cc(OC)nc(OC)n4)cc3)n2)cc1
    8%, 5%, -5%, 49%, -3.1%[50 µM], 5%, -10%, 42%, 4.8µM*
- O=C(COc1ccccc1Br)Nc1ccc(S(=O)(=O)N2CCCC2)cc1
    ., 1%, ., ., 1.2%[50 µM], 1%, ., 0.6%, .
- CN(c1ccc(C(=O)Nc2ccc(Cl)cn2)cc1)S(=O)(=O)c1ccccc1
    12%, 1%, -1%, -0.4%, -0.1%, 0%, -4%, -1.4%, 0%
- Cc1cccc(C(=O)NC(=S)Nc2ccc3[nH]c(=O)[nH]c3c2)c1
    25%, 12%, 4%, -0.1%, -0.1%, -4%, 19%, -0.3%, 4%
- Cc1ccc(CC(=O)Nc2nccs2)cc1C
    -8%, 1%, -2%, 0.3%, 0.1%, 2%, -9%, 2.7%, -7%
- CCCn1c(SCC(=O)NC2CCCC2)nnc1C(C)C
    9%, 4%, -7%, 0.5%, 0.3%, 2%, 8%, 0.7%, 10%
- Cc1cc(=O)oc2cc(OCC(=O)N3CCN(c4ccc(F)cc4)CC3)ccc12
    8%, -33%, -2%, 1.3%, -0.3%, -1%, 13%, 0.8%, 39%
- COc1ccc(OC)c(NC(=S)NCc2ccc(S(N)(=O)=O)cc2)c1
    5%, -3%, -5%, -1.6%, 2.5%, 2%, -8%, 1.6%, 14%
- Cn1cnnc1SCC(=O)Nc1ccc2nc(SCc3cccc4ccccc34)sc2c1
    7%, -1%, 0%, -2.9%, -0.4%, -2%, -4%, 17%, -1%
- COc1ccc(-c2noc(CN3CCN(C(=O)c4cccs4)CC3)n2)c(OC)c1OC
    7%, 6%, 4%, -0.3%, 0.4%, 3%, -2%, 0.9%, 6%
- CCOC(=O)/C(C#N)=C/c1cn(CCC(=O)O)nc1-c1ccc(Cl)cc1
    5%, 2%, -9%, 5.6%, 2.0%, -8%, 0%, 2.5%, 3%
- CCOC(=O)C1(Cc2cccc(Cl)c2)CCCN(C(=O)c2ccc(COC)s2)C1 (configuration not stated)
    -3%, 9%, 4%, 0.3%, 0.0%, -8%, 2%, 11%, -27%
- COc1ccccc1C1CC(=O)NC(C)=C1C(=O)OCC1CCCO1 (configuration not stated)
    6%, 9%, 1%, 0.4%, -0.5%[50 µM], -14%, 10%, 1.9%, 29%
- CC1=NNC(=O)C(CC(=O)Nc2ccc(Cl)c(Cl)c2)C1 (configuration not stated)
    19%, 5%, -2%, -0.4%, 3.2%[50 µM], -3%, -3%, 1.6%, 8%
- Cc1ccc(N(CC(=O)Nc2ccc3c(c2)OCCO3)S(=O)(=O)c2c(C)n[nH]c2C)cc1
    -5%, 8%, 0%, -0.6%, 4.0%, -9%, 17%, 2.9%, 7%
- CCOC(=O)c1ccc(NS(=O)C23CC4CC(CC(C4)C2)C3)cc1 (configuration not stated)
    14%, 6%, -12%, -0.8%, 3.3%, -1%, 10%, 1.7%, 10%
- O=C(/C=C/c1cccc(Cl)c1)Nn1c(-c2cccs2)nc2ccccc2c1=O
    -1%, 12%, 6%, 3.9%, 0.0%, -4%, -16%, 11%, 11%
- CCOC(=O)c1ccc(NC(=O)CSc2nnc(CCc3ccc(C)o3)n2-c2ccccc2)cc1
    21%, 8%, -6%, 4.4%, -0.8%, -14%, 10%, 5.0%, 14%
- COc1ccccc1/C=C/c1nc(S(=O)(=O)c2ccccc2)c(NCCN(C)C)o1
    -13%, 3%, 3%, -0.4%, 0.1%, -8%, -6%, -0.2%, -5%
- C[C@@]12C(=O)N(Cc3ccccc3)CC(=O)N1[C@H](/C=C/c1ccccc1)[C@@H]1C(=O)N(c3ccccc3)C(=O)[C@@H]12
    8%, 1%, ., -0.4%, 2.2%, -3%, 11%, 4.0%, -1%
- Cc1ccccc1SCC(=O)OCC(=O)Nc1sccc1C(N)=O
    7%, 7%, 1%, 1.3%, 2.1%, -1%, -8%, 0.7%, -7%
- COC(=O)c1ccc2c(c1)sc(=NC(=O)CCS(=O)(=O)c1ccccc1)n2C
    4%, 6%, 1%, ., 2.0%[50 µM], -3%, ., 1.5%, .
- C(=N\NC1=NCCN1)/c1ccncc1
    5%, 7%, 1%, 0.4%, 0.8%, -10%, -8%, 0.5%, -8%
- O=C(CSc1nnc2c(Cl)cc(Cl)cn12)N1CCN(c2ccc(F)cc2)CC1
    1%, 12%, -5%, -0.2%, 2.9%, 2%, -4%, 2.3%, -2%
- CC(C)CC(=O)N1CCN(C(=O)c2ccc(-c3ccccc3)cc2)CC1
    6%, 2%, -4%, 0.0%, 0.0%, 3%, 1%, 9.3%, -21%
- COc1cccc(OC)c1C(=O)Nc1ccccc1NC(=O)c1c(OC)cccc1OC
    2%, 7%, -2%, -0.2%, 0.1%, -7%, 1%, 2.5%, -6%
- O=C(Cc1ccc(Cl)cc1)Nc1ccc(Br)cn1
    4%, 8%, 5%, 0.6%, -0.6%[50 µM], -3%, -1%, ?, -3%
- COC(=O)c1ccccc1S(=O)(=O)N1CCC(C(=O)NCC2CCCO2)CC1 (configuration not stated)
    4%, -2%, 3%, ., 0.6%[50 µM], 2%, ., -1.8%, .
- CCn1c(C)nnc1SCC(=O)Nc1ccc(N2CCOCC2)cc1
    7%, 5%, 10%, 0.5%, 1.3%[50 µM], 3%, 7%, 0.6%, -2%
- Cc1ccc(NS(=O)(=O)c2ccc(-c3coc(C)n3)cc2)c(C)c1
    16%, -34%, -4%, 0.2%, -0.2%, -4%, 8%, 15%, 6%
- CN(C#N)c1nc(N2CCOCC2)nc(N2CCOCC2)n1
    ., 6%, ., ., 1.9%, 3%, ., -0.3%, .
- CCCCN(C)C(=O)C1CCN(C/C(C)=C/c2ccccc2)CC1
    5%, 21%, 6%, -2.1%, 8.3%, -3%, 19%, 0.5%, 16%
- CCCCCNC(=O)c1ccccc1SC
    -1%, 2%, -2%, 1.3%, 2.2%, -3%, -5%, 0.4%, -2%
- CCOCCCn1c(=NC(=O)c2ccco2)c(C(=O)OCC)cc2c(=O)n3cccc(C)c3nc21
    20%, 18%, 0%, 0.3%, -0.2%, 2%, -9%, 7.4%, 11%
- Oc1ccccc1CNc1ccc2c(c1)OCCO2
    30%, 95µM*, -3%, -3.1%, -2.1%, 3%, 8%, -0.8%, -1%
- CC(Oc1ccccc1)C(=O)Nc1ccc(S(=O)(=O)NCC2CCCO2)cc1 (configuration not stated)
    15%, 8%, -2%, -0.8%, 0.0%, -1%, -18%, 4.7%, 3%
- COc1ccc(C2c3ccc(O)cc3Oc3ncn(Cc4ccccc4)c(=N)c32)cc1OC (configuration not stated)
    7%, 14%, -12%, -2.0%, 0.0%, ?, 6%, 3.3%, 3%
- COC(=O)C1=C(C)N(CC2CC2)C(=O)N[C@H]1c1ccc(Br)cc1
    3%, ., 12%, 0.2%, ., ., 1%, 27%, 0%
